Bioassay records from PubChem BioAssay.
NOD1 inhibition = NOD1 signaling inhibitors, primary screen, cell-based, luminescence, uHTS (AID 1578); NOD1-driven NF-kB luciferase reporter cells, luminescence; higher % means a stronger effect; inhibition, % at 4 µM, or EC50 in µM where a hit was titrated; hit rate 1% among 290,000; in the data active = inhibition mostly above about 36%, no sharp cut-off; inactive = mostly below about 34%;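 also: HEK-293T reporter cells stimulated with the NOD1 agonist gamma-tri-DAP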
HIV fusion peptide = inhibitors of HIV fusion peptide binding, primary screen, biochemical, uHTS, fluorescence dequenching (AID 1986) | cell-free peptide binding, fluorescence dequenching, 30 min; higher % means a stronger effect | inhibition, % at 20 µM; hits with a dose series show IC50 in µM | hit rate 0.3% among 290,000; in the data active = inhibition mostly above about 52%, no sharp cut-off; inactive = mostly below about 76%; also: some results filed as inactive read as strong as hits
PhoP inhibition = inhibitors of PhoP regulon expression, primary screen, Salmonella Typhimurium, GFP reporter (AID 1863). S. Typhimurium PhoP-regulated promoter GFP reporter, 4 h; higher % means a stronger effect. one-dose inhibition, % at 50 µM; IC50 in µM for titrated hits. hit rate 0.16% among 300,000;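 active = inhibition over 29.93%, a cutoff 3 SD above the screen mean, later confirmed by dose response; inconclusive = inhibition over 29.93% but no dose response follow-up; inactive = inhibition at most 29.93% or unconfirmed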;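 also: 0% = low Mg2+ inducing control and 100% = high Mg2+ repressing control; strong numbers were not always called active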
LYP inhibition = inhibitors of LYP phosphatase, biochemical, fluorescence intensity, uHTS (AID 1779); hit rate 0.054% among 290,000; Tyrosine-protein phosphatase non-receptor type 22 (Homo sapiens); inhibition, % at 11.5 µM; hits with a dose series show IC50 in µM; recombinant LYP phosphatase, fluorescence intensity; higher % means a stronger effect;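 also: plate controls were vehicle with enzyme for no effect and no enzyme for full effect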
KOR beta-arrestin-1 = KOR agonists, beta-arrestin recruitment, primary screen, cell-based, luminescence, uHTS (AID 1777); KOR beta-arrestin recruitment, luminescence; higher % means a stronger effect; activation, % at 10 µM; hits with a dose series show EC50 in µM; hit rate 0.02% among 280,000; in the data active = activation above about 50%, passing the limit was not always enough; also: a part of the inactive calls stands beside numbers as strong as those of hits
Siah-1 displacement = Siah-1 peptide-binding antagonists, primary screen, biochemical, fluorescence polarization, rhodamine-plectin, uHTS (AID 1817) | E3 ubiquitin-protein ligase SIAH1 (Homo sapiens) | Siah-1 / rhodamine-plectin peptide fluorescence polarization; higher % means a stronger effect | displacement, % at 20 µM; hits with a dose series show IC50 in µM | hit rate 0.02% among 290,000;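 active = displacement of at least 50% at 20 µM, with a fluorescence ratio check between 0.3 and a set limit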;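 also: plate controls were Siah plus tracer with DMSO for no effect and tracer alone without Siah for full effect; strong numbers were not always called active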
KOR beta-arrestin-2 = KOR antagonists, beta-arrestin recruitment, cell-based, luminescence, uHTS (AID 1778) | Kappa-type opioid receptor (Homo sapiens) | KOR beta-arrestin recruitment, luminescence, antagonist mode; higher % means a stronger effect | one-dose inhibition, % at 10 µM; IC50 in µM for titrated hits | hit rate 0.091% among 290,000; also: strong numbers were not always called active
Myeloid diff MLP = induction of myeloid progenitor differentiation, primary screen, cell-based, flow cytometry, MLPCN library; hit rate 1% among 360,000; calls only at 10 µM; ER-HoxA9 myeloid progenitors, lysozyme-GFP differentiation;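 active = normalized GFP-positive differentiation at or above the plate's own cutoff, the solvent-only control mean plus 3 SD; inconclusive = no clear call, values can overlap the other calls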;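 also: cells exposed to compound for four days before flow analysis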
NOD2 inhibition = NOD2 signaling inhibitors, cell-based, luminescence, uHTS, HEK293 (AID 1566) | HEK293 NOD2/NF-kB luciferase reporter, luminescence; higher % means a stronger effect | inhibition, % at 4 µM, or EC50 in µM where a hit was titrated | hit rate 0.63% among 290,000; also: many of its hits are not listed in these tables
Myeloid diff MLP GFP+ MAC1+ % = recorded beside Myeloid diff MLP, whose call it bears; GFP+ MAC1+ double positive, %; measured here: differentiation confirmed by MAC1 staining
* marks the source's active call; other numbers are inactive results; i = inactive; ? = inconclusive; / = not tested or not shown; [ ] = dose if it differs, or a comment. Rule as the data show it, unless noted: active = inhibition above about 50%; inactive = the rest. An excerpt. The share of hits here may be higher or lower than overall.

Second line of a record: NOD1 inhibition	HIV fusion peptide	PhoP inhibition	LYP inhibition	KOR beta-arrestin-1	Siah-1 displacement	KOR beta-arrestin-2	Myeloid diff MLP	Myeloid diff MLP GFP+ MAC1+ %	NOD2 inhibition
> O=C(CSc1nnc(-c2ccccn2)n1Cc1ccccc1)N1CCCC1
→ -15%	-0.4%	-5%	0%	4.1%	2%	-10%	i	0.8	3%
> O=C(CCC(=O)N1CCN(C2CCCC2)CC1)Nc1nnc(C(F)(F)F)s1
→ 13%	2.2%	0%	-13%	-9.6%	0%	-20%	i	0.3	-18%
> COc1ccc(C(=O)COc2ccccc2C(=O)Nc2ccccc2)cc1
→ 3%	3.5%	1%	0%	-2.0%	9%	-62%[20 µM]	i	0.4	15%
> O=C1CN(C(=O)c2cccc(Br)c2)c2ccccc2N1
→ -29%	-1.2%	-6%	-6%	-3.8%	8%	-52%	i	0.7	7%
> CCCCOC(=O)C1[C@H]2C(=O)N(CCc3ccccc3)C[C@]23C=C[C@H]1O3 (stereo partly drawn)
→ 19%	-0.9%	6%	-8%	-7.8%	-4%	13%	i	15	0%
> CC1CCN(C2=C(NS(=O)(=O)c3ccc(Br)cc3)C(=O)c3ccccc3C2=O)CC1
→ 15%	-2.2%	5%	-13%	1.3%	-3%	-7%	i	1.9	1%
> Cc1ccc(C(=O)Cn2nnc(-c3cccs3)n2)cc1
→ -4%	-0.7%	-8%	-4%	3.3%	0%	15%	i	0.0	6%
> Cc1ccc(S(=O)(=O)Nc2ccc3c(c2)nc(CN2CCCC2)n3C)cc1
→ 9%	2.1%	21%	-11%	-7.6%	4%	15%	i	1.7	-9%
> Cc1ccc(C)n1-n1cnc2sc(-c3ccccc3)cc2c1=O
→ -20%	0.8%	-2%	11%	-4.8%	5%	34%	i	8.6	-14%
> O=C(Nc1ccc(F)cc1)c1nsc(Cl)c1Cl
→ -45%	-0.8%	3%	-6%	-6.1%	2%	-2%	i	0.8	-67%

Some values from the entries so far.
For NOD2 inhibition, O=C(CCC(=O)N1CCN(C2CCCC2)CC1)Nc1nnc(C(F)(F)F)s1 is entered as -18%
For NOD2 inhibition, CCCCOC(=O)C1[C@H]2C(=O)N(CCc3ccccc3)C[C@]23C=C[C@H]1O3 (stereo partly drawn) is entered as 0%

(next part)
Second line of a record: NOD1 inhibition	HIV fusion peptide	PhoP inhibition	LYP inhibition	KOR beta-arrestin-1	Siah-1 displacement	KOR beta-arrestin-2	Myeloid diff MLP	Myeloid diff MLP GFP+ MAC1+ %	NOD2 inhibition
> C/C=C(\C)C(=O)OC1c2c(ccc3ccc(=O)oc23)OC(C)(C)C1OC(C)=O (stereo not drawn)
→ -24%	1.0%	7%	-4%	-0.4%	-1%	0%	i	0.5	-5%
> Cn1c2ccc(F)cc2c2ncn(CCCN(CCO)CCO)c(=O)c21
→ -27%	2.2%	28%	6%	4.8%	1%	19%	i	1.2	-10%
> O=C(C1=C[C@H](C2CCCCC2)C[C@H](OCc2ccc(CO)cc2)O1)N1CCOCC1
→ 6%	1.7%	0%	-7%	-1.8%	3%	-4%	i	1.8	3%
> O=C(Cc1nnc(NC(=O)Nc2ccccc2)s1)NCc1ccccc1
→ -30%	3.9%	-5%	-8%	-1.5%	12%	85%	i	0.2	8%
> Cc1ccc(NCc2nnc(SCCN3CCCCC3)n2CC2CCCO2)cc1Cl (stereo not drawn)
→ -14%	-0.9%	9%	-5%	-4.1%	0%	16%	i	0.3	15%
> FC(F)(F)c1cccc(NC(=S)Nc2ccc(Cl)c(Cl)c2)c1
→ 10%	0.1%	-8%	-5%	14%	-6%	-45%	i	0.4	-7%
> CC(C)C[C@@H](NC(=O)C1CCC(CNC(=O)[C@H](Cc2ccccc2)NC(=O)OC(C)(C)C)CC1)C(=O)O (stereo partly drawn)
→ -3%	0.3%	/	-6%	2.1%	8%	11%	i	0.5	9%
> O=C(Nc1cccc(Cl)c1)Nc1cccc(C(=O)O)c1
→ -10%	2.5%	-5%	-5%	-0.3%	9%	22%	i	1.0	-69%
> N#Cc1cccn1-c1nccs1
→ 26%	-0.8%	1%	-4%	5.6%	2%	-44%	i	0.6	-6%
> NC(=O)CN(c1ccccc1)C1SC(=O)N(Cc2ccccc2)C1=O (stereo not drawn)
→ 7%	1.0%	-4%	-2%	-0.4%	2%	14%	i	8.2	7%
> O=C(NCCCN1CCc2ccccc2C1)C1CCN(S(=O)(=O)N2CCC3(CC2)OCCO3)CC1
→ -7%	0.7%	2%	-4%	1.3%	6%	-22%	i	0.3	22%
> C=CCOc1ccccc1CN1CCCN(C)CC1
→ -15%	1.1%	4%	-13%	-4.8%	6%	10%[20 µM]	i	0.7	3%
> COc1ccccc1OCC(=O)Nc1ccccc1C(=O)NCc1cccnc1
→ 1%	0.0%	0%	-4%	4.2%	0%	-24%	i	0.3	-6%
> O=C(/C=C/c1nc2ccccc2s1)N1CCCCCC1
→ -27%	-1.2%	-6%	-6%	-5.5%	3%	1%	i	0.4	-45%
> CC(C)c1cccc(C(C)C)c1NC(=S)Nc1cccc(Cl)c1
→ -4%	-0.6%	-12%	-3%	2.0%	13%	7%	i	0.2	13%
> CCCn1c(/C=C/c2cc[n+](C)cc2)nc2ccccc21
→ -23%	6.0%	-5%	-8%	-7.6%	-2%	-9%[20 µM]	i	0.7	-20%
> Cc1ccc(NC(=O)CSCC(=O)O)cc1
→ -21%	-1.0%	-8%	-9%	1.4%	6%	-11%	i	1.5	5%
> CCN(c1ccccc1)S(=O)(=O)c1cc2c3c(c1)C(C)C(=O)N3CCC2 (stereo not drawn)
→ -10%	1.6%	-6%	-7%	2.0%	6%	21%	i	1.6	11%
> COc1cccc(/C=N/n2cnc3c(cnn3-c3ccccc3)c2=O)c1
→ 9%	-0.2%	-6%	-5%	-1.4%	-2%	18%	i	0.2	24%
> Cc1cc(S(=O)(=O)/N=C(\N)c2ccc(C(N)=O)cc2)cc(C)c1F
→ 0%	-0.2%	2%	-8%	0.8%	-1%	-5%	i	0.5	5%
> CC(C)Cn1c(CN2CCN(C)C(CCO)C2)nc2ccccc21 (stereo not drawn)
→ -2%	1.1%	-6%	-3%	1.7%	1%	-13%[20 µM]	i	0.7	5%
> O=C(Nc1ncccn1)c1ccc(Cl)c([N+](=O)[O-])c1
→ -6%	-0.4%	4%	-13%	-2.4%	-5%	-12%[20 µM]	i	0.6	15%
> CCCCOC(=O)c1ccc(NC(=O)C(=O)NCC2CCCO2)cc1 (stereo not drawn)
→ 30%	-2.1%	2%	-3%	3.0%	-3%	-24%	i	1.2	-2%
> CC(C)(C)c1ccc(NC(=O)NCc2ccco2)cc1
→ -78%	-0.6%	-6%	-2%	0.4%	0%	-16%	i	6.6	-34%
> CC(C)(C)C1CCc2onc(C(=O)N3CCOCC3)c2C1 (stereo not drawn)
→ -10%	-1.3%	10%	-9%	0.2%	-7%	-20%	i	6.1	11%
> CCOC(=O)N1CCN(C(=O)c2cc3cc(Cl)ccc3[nH]2)CC1
→ -2%	0.1%	12%	-5%	-3.2%	-9%	-19%	i	1.3	1%
> O=C(N/N=C\c1ccc(-c2ccc([N+](=O)[O-])cc2)o1)C1COc2ccccc2O1 (stereo not drawn)
→ 32%	15%	0%	0%	-3.7%	-8%	6%	i	1.1	-53%
> CCC(C)(C)NC(=O)C(OC(=O)c1ccco1)c1ccccc1F (stereo not drawn)
→ -13%	3.1%	-1%	-3%	8.5%	-3%	-16%	i	0.2	13%
> O=C(N=NC(=O)c1ccc2c(O)n(C3CCCCC3)c(O)c2c1)c1cccnc1
→ -6%	-1.4%	-8%	-7%	5.4%	-1%	-39%	i	6.4	-6%
> CCn1cc([N+](=O)[O-])c(C(=O)Nc2ccc(Br)cn2)n1
→ -25%	-0.2%	8%	-12%	-4.1%	3%	-20%	i	4.7	11%
> Cc1ccc(C)c(Cn2c3ccccc3c3cnn(CC(=O)NCc4ccccn4)c(=O)c32)c1
→ -13%	-0.5%	4%	-5%	2.6%	0%	-40%	?	/	10%
> O=C(Nc1ccccc1)c1ccc2c(c1)OCCO2
→ -78%	0.7%	6%	-11%	0.9%	3%	7%	i	0.4	-122%
> Clc1ccc(C2=Nn3c(nnc3-c3cccnc3)SC2)s1
→ -9%	0.8%	-2%	-2%	-4.4%	5%	1%	i	1.6	3%
> O=C(COc1ccc(Cl)cc1)Nc1nc(-c2cccs2)cs1
→ -6%	-0.5%	0%	0%	1.2%	22%	24%	i	0.9	16%
> COC(=O)C(NC(=O)CCc1nnc2ccc(N3CCC(C)CC3)nn12)C(C)C (stereo not drawn)
→ 0%	1.0%	-3%	-7%	-1.0%	0%	-20%	i	0.2	-4%
> CC(=O)NN1C(=O)c2ccc(Oc3cccc([N+](=O)[O-])c3)cc2C1=O
→ 5%	0.4%	8%	-4%	0.3%	1%	-7%	i	5.3	14%
> COc1ccc2cc(C(c3nnnn3C3CCCC3)N3CCCCCC3)c3nnnn3c2c1 (stereo not drawn)
→ -3%	0.2%	-4%	-2%	-0.9%	8%	-2%	i	2.1	-12%
> Cc1nc(NC(C)c2ccccc2)sc1C(=O)Nc1ccccc1 (stereo not drawn)
→ -8%	-0.2%	-3%	-3%	0.5%	2%	2%	i	0.1	22%
> CCOC(=O)C1CCCN(C(=O)/C=C/c2ccc(Cl)cc2)C1 (stereo not drawn)
→ -49%	0.0%	-8%	3%	-2.6%	0%	-27%	i	1.1	10%
> CC1=Nc2ccc(C)cc2N(Cc2ccccc2)C(=O)C1
→ 1%	6.6%	4%	-3%	20%	-7%	-1%	i	3.3	-7%
> CC(CSc1nc2ccccc2s1)Cn1c(N2CCCC2)nc2c1c(=O)[nH]c(=O)n2C (stereo not drawn)
→ -13%	-0.4%	-4%	5%	1.1%	5%	3%	i	1.8	6%
> CCOC(=O)C1=C(N)Oc2cc(O)ccc2C1c1ccccc1 (stereo not drawn)
→ -8%	0.7%	-3%	1%	-1.0%	2%	-38%[20 µM]	i	0.6	9%
> Cc1cc2nc(C)n(CCCNC(=O)Nc3ccc(C#N)cc3)c2cc1C
→ -17%	-0.9%	0%	-7%	3.4%	3%	7%	i	1.0	17%
> COc1ccc(/C=C(\NC(=O)c2ccccc2)C(=O)NNC(=O)CCN2CCOCC2)cc1
→ -34%	-0.7%	1%	-2%	3.0%	-3%	1%	i	0.1	0%
> COc1ccccc1CN(C)C(=O)C1(c2ccc(Cl)cc2)CC1
→ 10%	-1.9%	-2%	-2%	-1.3%	10%	22%	i	1.1	-11%
> Cc1cc(C)c2nc(N3CCCC(C(=O)N4CCC(C(N)=O)CC4)C3)sc2c1 (stereo not drawn)
→ 3%	0.5%	-10%	-7%	-9.7%	0%	/	i	5.3	-10%
